Screening results deposited in PubChem by ICCB-Longwood Screening Facility, Harvard Medical School.
PV pol inh: poliovirus RNA polymerase inhibition. P03300. AID 588519. poliovirus polymerase elongation, fluorescence polarization; active compounds read low. actives 0.66% (n = 150,000). % elongation, % (compound at 16.7 µg/mL); in the data active means % elongation below about 90%; further: some results filed as inactive read as strong as hits
Target sequence (P03300 1749-2209 limits assumed): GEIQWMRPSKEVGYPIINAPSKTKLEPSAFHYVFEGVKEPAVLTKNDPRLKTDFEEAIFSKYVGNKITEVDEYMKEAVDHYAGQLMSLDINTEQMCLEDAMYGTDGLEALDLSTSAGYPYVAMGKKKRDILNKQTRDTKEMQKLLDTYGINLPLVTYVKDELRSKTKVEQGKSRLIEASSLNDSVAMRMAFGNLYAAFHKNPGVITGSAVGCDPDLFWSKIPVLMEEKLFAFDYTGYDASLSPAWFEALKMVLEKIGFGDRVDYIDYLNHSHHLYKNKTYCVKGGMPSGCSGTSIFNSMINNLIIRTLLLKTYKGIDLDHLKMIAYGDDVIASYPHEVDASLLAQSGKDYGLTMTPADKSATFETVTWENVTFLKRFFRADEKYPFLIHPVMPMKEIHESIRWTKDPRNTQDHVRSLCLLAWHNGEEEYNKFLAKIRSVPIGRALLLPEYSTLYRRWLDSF
PV pol inh FP z-score: second read-out of PV pol inh, no call of its own (marks repeat the call); z-score; measured here: FP z-score; hits read low
Starred values were filed as active, the others as inactive; & = joins results of further samples. This is a subset; count on the stated rates, not on these rows.

Results follow in this order: PV pol inh FP z-score | PV pol inh
Cc1cc(C=C(C#N)C#N)c(C)n1CC(F)(F)F
  -0.2 | 98
O=CN1CCN(C(=O)CC(c2ccccc2)c2cc(Br)ccc2O)CC1 (stereo not given)
  -0.3 | 100
O=C(NCc1ccc(Cl)cc1)C1CCC(CNS(=O)(=O)c2ccccc2)CC1 (stereo not given)
  0.2 | 107
O=C(N/N=C/c1ccc(Cl)cc1)c1csc(CS(=O)(=O)Cc2ccco2)n1
  -0.7 | 100
COc1ccccc1C(=O)Nc1ccc2oc(-c3cccc(Cl)c3Cl)nc2c1
  -0.4 | 100
COc1ccc(NC(=O)C2CCC(CNS(=O)(=O)c3cccc4nsnc34)CC2)cc1 (stereo not given)
  -0.4 | 100
c1ccc(Oc2nnc(-c3ccccc3)c3ccccc23)cc1
  -0.1 | 103
COc1ccc(NC(=O)c2c(C)oc3ccc(O)c(CN4CCCCCC4)c23)cc1Cl
  -0.9 | 102
N#CC1=C(N)SC(N)=C(C#N)C1c1ccccc1F
  -6.9 | 39
CC(=O)N1CCc2cc(N=Cc3ccc(O)cc3)ccc21
  0.2 | 103
COc1ccc(C(C)C)cc1S(=O)(=O)N1CC(C)OC(C)C1 (stereo not given)
  0.2 | 102
Cc1[nH]c(-c2ccc(F)cc2)cc1C(=O)NCCCN1CCN(C2CCCCC2)CC1
  0.4 | 104
CCn1c(SCC(=O)Nc2ccc(C)c(C)c2)nnc1-c1nonc1NC(C)=O
  1.4 | 113
CC(C)c1ccc(S(=O)(=O)c2nnn3c2nc(N2CCCC2)c2sccc23)cc1
  0.5 | 110
C=CCn1c(Cc2cccs2)nnc1SCC(=O)NC1CC1
  0.8 | 104
COC(=O)c1cc(S(=O)(=O)N2CCn3c2nc2ccccc23)c[nH]1
  -1 | 100
COc1cc(C(=O)NC(=S)NN2CCN(C)CC2)cc(OC)c1OC
  0.3 | 104
COc1ccccc1NC(=O)c1cc2c(=O)oc3ccc(C)cc3c2s1
  -0.3 | 101
COc1ccc(OC)c(/C=C(\C#N)c2nc(-c3ccc(F)cc3)cs2)c1
  5.9 | 137
CCCCn1nc(CC(=O)O)c2ccccc2c1=O
  1.3 | 106
CCCn1cnc2sc3c(c2c1=O)CCCC3
  -0.2 | 101
O=C(CSc1ccccc1Cl)c1ccco1
  0.2 | 102
CC(C)(C)NC(=S)N1CCn2cccc2C1c1ccc(F)cc1 (stereo not given)
  0.9 | 103
COc1ccc(-c2nc3nc(C)cc(Nc4cccc(C(F)(F)F)c4)n3n2)cc1
  0.1 | 106
Cc1nn(CC(C)C)c(Cl)c1C(=O)N1CCc2ccccc2C1
  -0.5 | 97
CN(C(=O)CSc1ccc(Br)cc1)C1CCCCC1
  1.2 | 105
Cc1c(NC(=O)c2cc(=O)c3cc(Cl)ccc3o2)c(=O)n(-c2ccccc2)n1C
  -0.4 | 105
O=C(NCc1ccccc1)c1cnc(N2CCCC2)nc1
  0.3 | 103
CC(=O)N1CCOc2ccc(S(=O)(=O)Nc3cc(C(F)(F)F)cc(C(F)(F)F)c3)cc21
  0.9 | 103
c1ccc(CN2CCN(Cc3ccccc3)C2c2ccccc2)cc1
  0.2 | 100
CSc1cc(-c2ccc(F)cc2)nn1S(=O)(=O)c1cccc(C(F)(F)F)c1
  1.3 | 112
COc1cccc(/C=N/n2cnnc2)c1
  -0.3 | 100
O=C(C1COc2ccccc2O1)N1CCCC1 (stereo not given)
  0.2 | 103
O/C(=C\Sc1nnc(Cc2ccccc2)o1)c1ccc(F)cc1
  0.1 | 101
N#C/C(=C\c1ccc(-c2ccccc2)o1)c1ccccc1
  0.9 | 103
Nc1c(Br)cc(Br)c2cccnc12
  -0.3 | 98
NC1=NC(=O)/C(=C/c2ccc(I)o2)S1
  1.4 | 117
Cc1ccccc1CNCCCSc1nnnn1C
  0.7 | 110
O=c1[nH]c2ccccc2n1C1CCN(CCCC(c2ccc(F)cc2)c2ccc(F)cc2)CC1
  0&0.5&0.2 | 100&102&100
COc1ccc(NC(=O)C(=O)NCCc2ccc(OC)c(OC)c2)c(OC)c1
  -0.4 | 102
O=c1nc(N2CCOCC2)nc(N2CCOCC2)[nH]1
  -0.5 | 100
CC(=O)Nc1ccc(S(=O)(=O)NC2(C(F)(F)F)C(=O)Nc3c2c(=O)[nH]c(=O)n3-c2ccc(C)cc2)cc1 (stereo not given)
  -0.8 | 102
O=C(O)CC1CCCC(c2ccccc2)C1=O (stereo not given)
  -0.3 | 99
CC(C)(C)c1ccc(C2NC(=O)c3ccccc3N2)cc1 (stereo not given)
  -0.4 | 101
O=c1cc(Cc2nnc(SCc3c(F)cccc3Cl)n2-c2ccc(F)cc2)[nH]c(=O)[nH]1
  0.4 | 103
CC(=O)c1cccc(NC(=O)CCS(=O)(=O)c2cc(Br)cc3c2N(C(=O)C2CC2)CC3)c1
  0.5 | 108
COc1ccc(-n2ncc(C(=O)NCc3ccccc3)c2C2CCN(C(=O)OC(C)(C)C)CC2)cc1
  -0.5 | 103
C=CCN(C(=O)Cn1c(=O)n(Cc2ccco2)c(=O)c2cc(OC)c(OC)cc21)c1ccccc1
  -1.8 | 100
CC1=C(C(=O)OCC2CCCCC2)C(c2c(F)cccc2Cl)CC(=O)N1 (stereo not given)
  0.9 | 109
CCN1N=C(C)C=C(C)n2c1nc1ccccc12
  -0.2 | 100
CC(=O)N1CC(=O)N=C1SCC(=O)Nc1ccc(S(N)(=O)=O)cc1
  -0.1 | 102
COc1ccc(OC)c(CNS(=O)(=O)c2ccc3[nH]c4c(c3c2)CCCCC4)c1
  -0.3 | 107
COc1cccc(OCCCCn2c(-c3ccc(Cl)cc3)nc3ccccc3c2=O)c1
  -1 | 101
O=C(CCc1nc2cccnc2n1Cc1ccccc1)NCc1cccc(Cl)c1
  -0.6 | 99
Cc1ccc(NC(=O)C2(N3CCN(c4ccccc4)CC3)CCCCC2)cc1
  0.2 | 101
CC(C)[N+]1(C)C2CC[C@@H]1CC(OC(=O)C(CO)c1ccccc1)C2 (stereo not given in full)
  0.5 | 101
CCOc1ccccc1NC(=O)Cn1nnc(C(=O)NCc2cccs2)c1N
  0.5 | 111
O=C(c1ccc(NC(=S)NCc2ccco2)cc1)N1CCCCC1
  0.1 | 101
CCCCS(=O)(=O)Nc1cc(C(=O)OC)cc(C(=O)OC)c1
  -1 | 100
O=C(Nc1ccc(O)cc1)C(=O)c1c(O)[nH]c2ccccc12
  0.1 | 103

Next section.
Results follow in this order: PV pol inh FP z-score | PV pol inh
Cc1[nH]c2ccccc2c1C(=O)C(C)OC(=O)c1cccc(N(C)C)c1 (stereo not given)
  0.6 | 108
c1ccc2c(c1)ncc1cccn12
  -0.1 | 100
COc1ccc(C2CC(c3ccccc3)n3ncnc3N2C(=O)C2CC2)cc1 (stereo not given)
  -0.4 | 101
COc1ccc(C(=O)Nc2ccc(C)c(C)c2)cc1
  0.1 | 104
CC(C)(CC(=O)OCC(=O)Nc1ccccc1F)CC1=NS(=O)(=O)c2ccccc2N1
  0.6 | 110
N#CC1C2CCC(C2)C1C(=O)c1ccccc1 (stereo not given)
  0.5 | 108
CCOc1ccccc1NC(=O)Cn1nnc2sc(-c3ccccc3)cc2c1=O
  -0.1 | 106
CCOC(=O)c1ccc2c(c1)sc1nc(-c3cccc(OC)c3)cn12
  0.4 | 103
O=C(CCN1C(=O)c2ccccc2C1=O)N1CCCC1
  0.1 | 101
COc1cc(C)cc(CN2CCN(S(=O)(=O)c3ccccc3C#N)CC2)c1O
  -0.4 | 101
O=C(NCc1ccc2c(c1)OCO2)C1CC(c2cccc(Br)c2)=NO1 (stereo not given)
  0 | 100
CCCC(=O)Nc1cc(-c2nnc3c4ccccc4c(C)nn23)ccc1C
  -0.6 | 101
Cc1ccc(Cn2c(=O)n(Cc3ccccc3Cl)c(=O)c3cccnc32)cc1
  1.2 | 108
O=C(O)C(Cc1ccccc1)P(=O)(c1ccccc1)c1ccccc1 (stereo not given)
  -0.1 | 102
C=CCNc1nc(Cl)nc(NCC(=O)OCC)n1
  0.8 | 108

Exported field by field: entries from further up
CC(=O)N1CC(=O)N=C1SCC(=O)Nc1ccc(S(N)(=O)=O)cc1
- PV pol inh FP z-score: -0.1
- PV pol inh: 102

COc1ccc(OC)c(CNS(=O)(=O)c2ccc3[nH]c4c(c3c2)CCCCC4)c1
- PV pol inh FP z-score: -0.3
- PV pol inh: 107

COc1cccc(OCCCCn2c(-c3ccc(Cl)cc3)nc3ccccc3c2=O)c1
- PV pol inh FP z-score: -1
- PV pol inh: 101

New compounds follow
Results follow in this order: PV pol inh FP z-score | PV pol inh
CCC(=O)Nc1ccccc1-c1nnn(CC(=O)N2c3ccccc3CC2C)n1 (stereo not given)
  0.1 | 101
Cn1c(SC(F)F)nnc1-c1ccc2c(c1)OCO2
  -0.9 | 100
NS(=O)(=O)c1ccc(CNC(=O)c2cccc3cccnc23)cc1
  0 | 103
CC1CCc2c(sc3nc(NN)n(C)c(=O)c23)C1 (stereo not given)
  -0.2 | 101
O=C(NC1CCCCNC1=O)c1ccc2nsnc2c1 (stereo not given)
  -0.2 | 102
O=C(O)Cc1coc(-c2ccccc2)n1
  0 | 103
CCOC(=O)C1CCN(C(=O)CN2C(=O)c3cccnc3Oc3ccccc32)CC1
  1.8 | 106
CCCn1c(=N)c(C(=O)NC2CCCC2)cc2c(=O)n3cc(C)ccc3nc21
  0.3 | 113
CC1(C(=O)N2CCCC2)CCC(=O)N1CCc1ccco1 (stereo not given)
  0.3 | 103
COC(=O)c1cc(-c2ccc3c(c2)OCO3)no1
  0.4 | 107
CCCN1C(=O)C(O)(c2c[nH]c3ccccc23)c2ccccc21 (stereo not given)
  0.1 | 102
O=Nc1c(O)[nH]c2c(F)cccc12
  -0.7 | 99
Cc1ccccc1NS(=O)(=O)C(F)(F)F
  -0.2 | 102
O=C1CC(c2nc(-c3ccccc3)no2)CN1c1ccc2c(c1)OCCO2 (stereo not given)
  -0.1 | 106
COC(=O)c1scc(-c2ccc(C)cc2)c1S(=O)(=O)N1CCN(c2cccc(OC)c2)CC1
  1.6 | 112
Cc1nc2ccccc2n1CO
  0.8 | 104
COc1cc(Cl)c(C)cc1NC(=O)c1nn(C)c2c1CSc1ccccc1-2
  0.2 | 112
COc1ccc(OC)c(-n2c3c(cc(-c4nc(-c5ccc(Cl)cc5)cs4)c2=O)C(=O)CC(C)(C)C3)c1
  0.5 | 107
O=C(O)CCc1nc(-c2ccco2)no1
  0.4 | 103
O=C(CCc1nc2ccccc2s1)N1CCN(Cc2ccccc2)CC1
  -0.5 | 97
CC12CN3CC(C)(CN(C1)C3c1ccccc1)C2 (stereo not given)
  0 | 102
COc1ccc(OC)c(NC(=O)Cn2c(=O)n(-c3ccc(Cl)cc3)c(=O)c3c(C)c(C)sc32)c1
  0.9 | 108
Cc1nnc(NC(=O)C2CC(=O)N(c3ccc(C)c(Cl)c3)C2)s1 (stereo not given)
  0.2 | 103
CN1/C(=C(\C#N)c2nc(C#N)c(C#N)nc2Cl)Nc2ccccc21
  -0.2 | 108
COC(=O)[C@@H]1[C@H]2C[C@H]3c4[nH]c5ccccc5c4CCN3C[C@@H]2CC[C@@H]1O
  0.8&0.3&0.2 | 104&102&101
Cn1cnc(S(=O)(=O)N2CCC(C(=O)NCc3ccc(Cl)cc3)CC2)c1
  -1.2 | 101
Cc1ccc(-c2nn(-c3ccccc3)cc2/C=C\C(N)=O)cc1
  0 | 101
CCOc1cccc(C(=O)N2CCOCC2)c1
  0.4 | 101
O=C(CSc1nc2ccccc2n1-c1ccccc1)N1CCOCC1
  0.7 | 103
COc1cccc(C2C(C(=O)Nc3ccc(C)cc3C)=C(C)Nc3nc4ccccc4n32)c1OC (stereo not given)
  1.3 | 111

Gathered by group, the entries above with a tert-butyl group
Results follow in this order: PV pol inh FP z-score | PV pol inh
CC(C)(C)NC(=S)N1CCn2cccc2C1c1ccc(F)cc1 (stereo not given)
  0.9 | 103
CC(C)(C)c1ccc(C2NC(=O)c3ccccc3N2)cc1 (stereo not given)
  -0.4 | 101
COc1ccc(-n2ncc(C(=O)NCc3ccccc3)c2C2CCN(C(=O)OC(C)(C)C)CC2)cc1
  -0.5 | 103

Continuation:
Results follow in this order: PV pol inh FP z-score | PV pol inh
OCCN1CCN(CC/C=C2/c3ccccc3Sc3ccc(C(F)(F)F)cc32)CC1
  -0.1 | 98
CCOC(=O)c1ccc2c(c1)[C@@H]1C=CC[C@@H]1[C@H](c1cccc(OC)c1OC)N2
  -0.2 | 110
O=C(NN1CCOCC1)c1cccc2c1C(=O)N(Cc1cccnc1)C2
  -0.9 | 101
Cc1ccc(OCC(=O)Nc2ccc(C(=O)OCc3cc(=O)n4c(C)csc4n3)cc2)cc1
  0.6 | 109
O=c1c(NCCc2ccccc2)nccn1-c1ccccc1
  -0.1 | 101
Cc1ccc(-c2cc(C(F)F)nc(N(C)Cc3ccccc3)n2)cc1
  0 | 100
NC(=O)c1c(NC(=O)CN2CCCC2)sc2c1CCCC2
  -0.3 | 100
COc1ccc(/C=C/C(=O)NCCCN2CCCC2)cc1
  -0.2 | 100
Cc1csc2sc(-c3ccnc(SCc4ccccc4)n3)c(C)c12
  0.6 | 107
CCCCS(=O)(=O)Nc1ccccc1OCC
  0.7 | 103
CCc1ccccc1NC(=O)CCS(=O)(=O)c1cccc2nonc12
  0.7 | 107
CC(=O)NN1C(=O)c2ccccc2NC1c1ccccc1 (stereo not given)
  0.4 | 103
Cc1ccc(-n2ncc(C(=O)N3CCN(c4cc(Cl)ccc4C)CC3)c2C2CCN(C(=O)OC(C)(C)C)CC2)cc1
  1.1 | 111
COc1ccc(NC(=O)c2cc3c(=O)n(Cc4cccnc4)ccc3nc2C)c(OC)c1
  0.7 | 110
Cc1ccc(N(Cc2cccs2)C(=O)COc2ccccc2[N+](=O)[O-])cc1
  0.2 | 109
O=C(COC(=O)CC12CC3CC(CC(C3)C1)C2)NCc1ccc(F)cc1
  -0.5 | 100
CC(C)(C)c1ccc(NC(=O)N2CCN(CCN3CCOCC3)CC2)cc1
  1.6 | 107
CCCCOC(=O)CSc1ncnc2sc3c(c12)CCC(C)C3 (stereo not given)
  -0.1 | 105
CCOC(=O)c1ccc(NC)c(N)c1
  0.2 | 102
CCOC(=O)C1=C(c2cccs2)OC(N)=C(C#N)C1c1cccnc1 (stereo not given)
  -1 | 97
Cc1ccc(CNC(=O)c2ccc(-c3nc(CN4CCc5ccccc54)c(C)o3)cc2)cc1
  0.5 | 109
